# NSD2 inh: inhibitors of human histone methyltransferase NSD2; NSD2 peptide methylation, AlphaScreen, 120 min; inhibition, % at 12.5 µM; O96028; AID 743445; 0.54% of 310,000 active; in the data active means inhibition above about 50%
# Target sequence (O96028 whole entry, looked up): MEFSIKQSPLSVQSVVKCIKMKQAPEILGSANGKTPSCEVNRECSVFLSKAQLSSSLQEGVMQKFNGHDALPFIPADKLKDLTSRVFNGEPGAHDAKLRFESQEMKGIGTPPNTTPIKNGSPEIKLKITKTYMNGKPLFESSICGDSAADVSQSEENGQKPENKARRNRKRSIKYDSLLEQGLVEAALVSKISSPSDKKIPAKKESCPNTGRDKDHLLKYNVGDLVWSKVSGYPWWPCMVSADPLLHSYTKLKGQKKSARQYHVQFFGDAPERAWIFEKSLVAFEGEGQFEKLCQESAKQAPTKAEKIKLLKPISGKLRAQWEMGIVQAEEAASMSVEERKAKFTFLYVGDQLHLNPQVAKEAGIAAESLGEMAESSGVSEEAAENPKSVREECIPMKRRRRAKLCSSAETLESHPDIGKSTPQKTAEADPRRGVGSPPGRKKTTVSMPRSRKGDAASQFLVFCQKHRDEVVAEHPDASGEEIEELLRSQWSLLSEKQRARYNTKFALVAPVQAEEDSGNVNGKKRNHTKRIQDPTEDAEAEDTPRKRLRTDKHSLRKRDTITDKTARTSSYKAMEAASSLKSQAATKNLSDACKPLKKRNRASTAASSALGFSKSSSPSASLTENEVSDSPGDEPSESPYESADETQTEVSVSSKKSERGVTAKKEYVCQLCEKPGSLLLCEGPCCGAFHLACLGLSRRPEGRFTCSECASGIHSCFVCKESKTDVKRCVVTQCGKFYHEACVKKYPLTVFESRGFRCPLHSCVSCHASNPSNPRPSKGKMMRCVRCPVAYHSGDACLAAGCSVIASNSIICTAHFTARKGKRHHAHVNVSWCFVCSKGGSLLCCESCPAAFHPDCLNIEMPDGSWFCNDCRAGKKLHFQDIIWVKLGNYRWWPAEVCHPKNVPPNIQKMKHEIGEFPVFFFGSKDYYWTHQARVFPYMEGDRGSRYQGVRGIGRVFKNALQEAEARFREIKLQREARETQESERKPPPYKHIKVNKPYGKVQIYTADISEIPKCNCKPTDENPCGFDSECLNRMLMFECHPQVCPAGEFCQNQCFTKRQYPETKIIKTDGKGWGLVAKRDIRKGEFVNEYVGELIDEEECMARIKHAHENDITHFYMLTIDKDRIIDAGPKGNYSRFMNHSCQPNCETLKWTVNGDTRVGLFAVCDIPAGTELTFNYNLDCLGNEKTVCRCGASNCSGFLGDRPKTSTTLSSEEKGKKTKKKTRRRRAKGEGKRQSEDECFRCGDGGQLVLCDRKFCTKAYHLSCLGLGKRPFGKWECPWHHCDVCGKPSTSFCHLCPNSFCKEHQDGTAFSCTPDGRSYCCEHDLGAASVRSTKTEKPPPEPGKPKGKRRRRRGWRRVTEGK
# CAL PDZ FP-1: blocks peptide binding to the human CAL PDZ domain | Q9HD26 | purified CAL PDZ, TMR-peptide fluorescence polarization, 1 h | inhibition, % at 24.9 µM | 0.92% of 300,000 active | AID 602252;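 active means mean inhibition of at least 30% with at least half of replicates also reaching 30%; inconclusive means no clear call, values can overlap the other calls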;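 further: 0% = DMSO neutral control and 100% = excess unlabeled competitor peptide PRC23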
# SR-BI DiI inh: inhibitors of mouse SR-BI mediated HDL lipid uptake. Q61009. inhibition, % at 12.5 µM. 0.96% of 320,000 active. ldlA[mSR-BI] CHO cells, DiI-HDL uptake fluorescence, 3 h;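 active means mean replicate inhibition of at least 70% and a set share of replicates each scoring 70 or more; inconclusive means meets just one of the two criteria; inactive means fails both criteria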;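 further: 0% = median of neutral control wells and 100% = median of positive control wells; values of inactives mirror those of a sister screen read the other way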
# Rtt109 Vps75: C. albicans Rtt109 histone acetyltransferase inhibition | purified Rtt109/Vps75, ThioGlo CoA-SH fluorescence, 4 h | 0.16% of 330,000 active | AID 540336 | Q5AAJ8 | inhibition, % at 34.9 µM;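 active means inhibition of at least 50% in every replicate; inconclusive means best replicate reaches 50% inhibition but some replicates fall short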
# MITF TRPM1 HTS: activators of MITF-driven TRPM1 promoter activity in SK-MEL-5 cells; SK-MEL-5 TRPM1-promoter luciferase, 24 h; % of positive control, neutral wells = 0; activation, % at 12.5 µM; 0.75% of 300,000 active; AID 588334;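 active means mean activation of at least 80% with every replicate also reaching 80%; inconclusive means mean reaches 80% but some replicate falls short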;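 further: 0% = neutral control wells and 100% = parthenolide positive control wells; values of inactives mirror those of a sister screen read the other way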
# PvdQ inh: blocks Pseudomonas aeruginosa PvdQ acylase activity | 0.063% of 340,000 active | purified PvdQ acylase, fluorescence plate reader | inhibition, % at 10 µM; in the data active means inhibition above about 30%, passing the limit was not always enough; inconclusive means no clear call, values can overlap the other calls;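 further: 0% = vehicle neutral wells and 100% = reference inhibitor wells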
# PfHsp90 set2: growth inhibition of yeast expressing Plasmodium Hsp90. 0.32% of 310,000 active. inhibition, % at 9.4 µM. S. cerevisiae expressing PfHsp90, BacTiter-Glo ATP, 48 h; yeast lacking PDR1 and PDR3 efflux regulators. AID 504621;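 active means every replicate shows inhibition above about 80%, whatever the replicate mean, limit read from the data; inconclusive means mean inhibition reaches the set limit but some replicate falls short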;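 further: 0% = DMSO neutral controls and 100% = 20 µM radicicol positive controls; yeast relying on Plasmodium falciparum Hsp90 in place of its own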
# SR-BI uptake up: SR-BI HDL lipid transfer activation; CHO ldlA[mSR-BI] cells, DiI-HDL uptake fluorescence, 3 h; 100 = double the neutral-control signal; activation, % at 12.5 µM; 0.096% of 320,000 active;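 active means mean replicate activation of at least 60% and every replicate at or above 60%; inconclusive means mean or all-replicate condition met, but not both; inactive means mean below 60% and not all replicates reaching 60%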;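 further: 0% = median plate neutral-control signal and 100% = twice that signal; values of inactives mirror those of a sister screen read the other way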
#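 Material: SR-BI-overexpressing, LDLR-lacking CHO cells | Dosing: Single compound concentration, delivered by pin transfer | Probe or stimulus: Labelled HDL, 10 µg/mL | Signal: Bottom-read cell fluorescence after medium removal, ex 550/em 595 nm | Schedule: 3 h, 37 °C | Evaluation: HDL uptake via cellular fluorescence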
# CAL PDZ FP-2: human CAL PDZ-peptide interaction inhibition; AID 504414; inhibition, % at 20 µM; purified CAL PDZ, TMR-peptide fluorescence polarization, 1 h; 0.02% of 330,000 active; Q9HD26;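 active means highest replicate inhibition of at least 40%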;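 further: plate controls were DMSO neutral control wells for no effect and unlabeled competitor peptide control wells for full effect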
#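 System: purified tagged CAL PDZ domain construct (CerCALP). Schedule: 1 h incubation at room temperature before polarization reading. Medium: 25 mM sodium phosphate pH 7.4, 150 mM NaCl, TCEP, IgG, Thesit. Read-out: percent inhibition from loss of millipolarization. Measured by: FP readout, S and P plane fluorescence. Probe or stimulus: fluorescent TMR peptide probe.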
# dFosB activator: activators of mouse delta FosB homodimer. P13346. activation, % at 25 µM. purified delta FosB, TAMRA-CDK5 oligo fluorescence polarization; percent of positive-control signal above neutral wells. 0.99% of 340,000 active;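 active means mean activation above about 17%, with every replicate also reaching it, limit read from the data, passing the limit was not always enough; inconclusive means only one of the two conditions met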;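 further: fluorescence polarization rise as delta FosB binds a TAMRA Cdk5 AP-1 oligo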
# Active calls of the source: *; u = inconclusive; x = not tested or not shown; & = joins results of further samples.
SMILES,NSD2 inh,CAL PDZ FP-1,SR-BI DiI inh,Rtt109 Vps75,MITF TRPM1 HTS,PvdQ inh,PfHsp90 set2,SR-BI uptake up,CAL PDZ FP-2,dFosB activator
CSc1ccccc1NC(=O)C1=CC(c2cccs2)=NS(=O)(=O)N1C,x,x,9.3,17.8,x,8.8,8.5,-9.3,-0.4,-0.7
CCS(=O)(=O)N1CCN(c2ccc(C(=O)NC34CC5CC(CC(C5)C3)C4)cc2[N+](=O)[O-])CC1,-1.7,-0.3,12.3,13.7,3.1,-4.9,-4.0,-12.3,0.1,0.3
COc1ccccc1C1(CC(=O)N2CCCCC2)CCOC(C(C)C)C1 (stereo unspecified),-1.7,-1.1,26.9&30.1,-3.6&8.5,-7.2,1.9&3.9,-1.7,-26.9&-30.1,-0.8,-1.6
O=C(C(=O)N1CCN(c2cccc(Cl)c2)CC1)N1CCCCC1,-0.7,-3.8,-18.6,-12.6,6.9,-4.9,2.0,18.6,0.4,1.8
COCc1ccc(C(=O)N(C)C2CCCN(Cc3ccccc3F)C2)o1 (stereo unspecified),2.4,-4.4,-9.8,2.6,-3.9,0.0,-9.4,9.8,0.7,-4.9
CS(=O)(=O)N1CCN(c2ccc(C(=O)NC34CC5CC(CC(C5)C3)C4)cc2[N+](=O)[O-])CC1,-1.4,0.0,2.0,-1.3,1.2,-2.9,-8.2,-2.0,-0.9,-5.4
O=C(NCCCn1ccnc1)C1CCN(S(=O)(=O)c2cc([N+](=O)[O-])ccc2Cl)CC1,8.5,-0.6,6.0,-0.6,x,-7.8,16.8,-6.0,0.5,3.0
O=[N+]([O-])c1ccc(N2CCN(c3cccc(Cl)c3)CC2)nc1,-2.0,3.3,45.3,-0.2,28.0,-2.6,-15.0,-45.3,-0.5,-0.9
O=C(/C=C/c1ccco1)NC(=S)NNC(=O)c1ccco1,29.5,0.8,-17.5,-6.9,-1.8,5.3,22.9,17.5,0.3,-5.8
Cc1ccc(N=Nc2cc(C)ccc2O)c(C)c1,31.6,-7.9,-20.1,-1.1,52.1,-13.1,-7.8,20.1,-0.7,5.4
CCOc1cc(/C=N/NC(=O)NN(C)c2ncc(C(F)(F)F)cc2Cl)ccc1O,1.1,4.7,10.5,9.9,-7.0,1.1,-43.0,-10.5,-0.7,-12.7
N/C(=N\OC(=O)c1cccc([N+](=O)[O-])c1)c1cccnc1,-0.2,-2.0,-2.8,5.1,44.3,12.0,7.8,2.8,-2.6,-9.2
O=C(CSc1ccc2nnc(-c3ccc(F)cc3)n2n1)N1CCCc2ccccc21,-1.0,-4.2,-11.1,-5.3,0.9,-3.1,17.8,11.1,-5.4,-11.8
CCc1c(C(C)S(=O)(=O)c2ccc(C)cc2)[nH]c(=O)n1-c1ccc(OC(F)(F)F)cc1 (stereo unspecified),-3.4,-10.6,12.1,1.8,-5.6,-17.9,-5.6,-12.1,-3.5,-19.2
CCN(CC)S(=O)(=O)c1cccc(C(=O)OCC(=O)N2CC(=O)Nc3ccccc32)c1,-0.9,-2.9,24.8,8.2,13.3,7.0,-11.1,-24.8,-0.3,-8.9
O=C(COc1ccccc1F)c1ccc(O)cc1O,-0.9,-3.5,-2.5,-23.0,19.0,-4.9,-7.0,2.5,-0.7,-5.0
CS(=O)(=O)N(CC(=O)N1CCN(c2ccccc2F)CC1)c1cccc(C(F)(F)F)c1,-1.0,-1.8,-30.7,31.3,-16.5,17.0,-24.7,30.7,-3.1,-6.8
CC(C(=O)NCCc1ccc(S(N)(=O)=O)cc1)N1C(=O)CC(C)(C)Sc2ccccc21 (stereo unspecified),-1.9,-0.1,15.8,0.9,-8.8,1.8,-0.2,-15.9,-0.6,1.5
Fc1ccccc1-c1nc(NC2CCCC2)c2ccccc2n1,19.2,-5.7,34.2,4.8,-1.3,-8.1,-27.9,-34.2,-2.5,-12.3
Cc1ccccc1C(=O)c1c[nH]c(C(=O)N2CCN(c3ccccc3F)CC2)c1,1.8,-2.5,13.5,-20.3,-8.3,-10.6,-13.2,-13.5,-0.8,-13.9
O=C(N/N=C/c1ccc(OC(=O)c2ccccc2)cc1)c1ccc(CN2CCOCC2)cc1,-4.2,-3.0,14.4,0.7,x,-9.2,x,-14.4,-3.0,-6.4
CCCCc1ccc(-c2ccc(Br)cc2O)nc1,-0.5,3.1,19.9,-2.6,x,-11.0,13.3,-19.9,-1.6,6.5
COc1ccc2c(C)cc(=S)[nH]c2c1,2.6,-1.5,-11.2,-6.4,3.2,3.3,-41.5,11.2,x,8.5
CCOC(=O)C1=C(c2ccccc2)N=C2SCC(=O)N2C1c1ccc(OCC)c(OCC)c1 (stereo unspecified),1.1,2.4,5.3,-5.4,2.7,-9.5,6.7,-5.3,-3.2,-3.8
CN1C[C@H](C(=O)N[C@]2(C)O[C@@]3(O)[C@@H]4CCCN4C(=O)[C@H](Cc4ccccc4)N3C2=O)CC2c3cccc4[nH]cc(c34)C[C@H]21 (stereo partly specified),x,4.0&-3.0,-23.1&3.5,1.9&31.3,-2.3&4.0,-16.0&-9.2,9.2&14.3,23.1&-3.5,-0.2&-1.4,-10.6&-14.0
CCc1cccc(NC(=O)COC(=O)c2cc([N+](=O)[O-])ccc2N2CCOCC2)c1,0.7,-3.3,49.9,x,2.4,-11.7,7.4,-49.9,-0.9,9.2
COc1cc(C(=S)N2CCC(C)CC2)ccc1O,0.3,-2.7,-16.8,0.8,x,-6.1,-27.4,16.8,0.2,-4.7
CC1CC(CC(C)C(=O)NC(=S)Nc2ccc(S(N)(=O)=O)cc2)C(=O)O1 (stereo unspecified),-1.7,-6.6,2.6,-10.0,10.9,-9.5,-2.1,-2.6,-0.1,6.1
O=C(CC(=O)NCc1ccc(Cl)cc1)NCc1ccc(Cl)cc1,0.1,0.6,-2.7,-2.6,6.1,-9.0,-84.8,2.7,0.2,-7.8
CCCn1c(SCC(=O)Nc2nnc(C(C)C)s2)nc2c1c(=O)n(C)c(=O)n2C,-0.3,8.9,-4.9,x,x,-4.7,x,4.9,-1.3,3.2
COc1cccc(CNC(=O)c2ccccc2NC(=O)C2=C(C)OCCS2)c1,9.4,-0.8,21.9,-4.8,6.7,-0.8,-4.5,-21.9,-2.3,-9.6
CCc1ccccc1NC(=S)N(CCN(C)C)C(C)c1ccco1 (stereo unspecified),-439.2,-0.3,x,-2.8,1.0,-6.7,17.8,x,-0.2,-9.6
CN(C)c1ccc(N2C(=O)CC(Sc3ccccc3C(=O)O)C2=O)cc1 (stereo unspecified),-0.5,1.3,-22.5,6.7,0.0,-4.5,-5.7,22.5,-2.3,-6.9
COc1ccc(CCNC(=O)C(C(=O)c2ccccc2)n2ccccc2=O)cc1OC (stereo unspecified),-1.2,-1.4,-9.4,-1.9,7.0,-10.9,-4.5,9.4,-2.6,-3.1
O=S(=O)(N/N=C/c1c(F)cccc1Cl)c1ccccc1,12.8,-3.0,-14.1,0.8,-9.0,-20.7,-10.9,14.1,0.4,5.2
Cn1nnnc1SCC(=O)NCc1ccccc1,-2.1,x,-13.6,-4.2,5.2,-2.6,4.4,13.6,-1.5,0.0

# Reformatted: two of the compounds above.
# The line under a structure holds: NSD2 inh | CAL PDZ FP-1 | SR-BI DiI inh | Rtt109 Vps75 | MITF TRPM1 HTS | PvdQ inh | PfHsp90 set2 | SR-BI uptake up | CAL PDZ FP-2 | dFosB activator
- CCc1c(C(C)S(=O)(=O)c2ccc(C)cc2)[nH]c(=O)n1-c1ccc(OC(F)(F)F)cc1 (stereo unspecified)
    -3.4 | -10.6 | 12.1 | 1.8 | -5.6 | -17.9 | -5.6 | -12.1 | -3.5 | -19.2
- N/C(=N\OC(=O)c1cccc([N+](=O)[O-])c1)c1cccnc1
    -0.2 | -2.0 | -2.8 | 5.1 | 44.3 | 12.0 | 7.8 | 2.8 | -2.6 | -9.2

# Later entries.
SMILES,NSD2 inh,CAL PDZ FP-1,SR-BI DiI inh,Rtt109 Vps75,MITF TRPM1 HTS,PvdQ inh,PfHsp90 set2,SR-BI uptake up,CAL PDZ FP-2,dFosB activator
N/C(=N\OC(=O)CCCc1ccccc1)c1cccc([N+](=O)[O-])c1,19.9,-1.2,-19.0,1.0,6.6,-9.0,5.1,19.0,-0.2,1.1
CCN1CCN(S(=O)(=O)c2ccc(Cl)c(C(=O)Oc3ccc(CC(=O)OC)cc3)c2)CC1,-0.9,80.3*,-4.5,1.6,5.2,-8.4,-1.7,4.5,-0.8,-7.8
Cc1ccc(C)c(NS(=O)(=O)c2ccc(-c3cnc(C4CC4)o3)cc2)c1,-2.8,-5.9,7.3,-0.6,-51.1,2.3,-12.7,-7.3,-3.1,-1.7
CCOc1ccc(OCC)c(NC(=O)C2CCN(S(=O)(=O)c3c(C)noc3C)CC2)c1,-5.9,-3.9,32.7,4.0,3.1,-0.5,-12.6,-32.7,-3.9,-4.7
Cc1cc(C)cc(-n2cccc2/C=C2/C(=N)N3C(=NC2=O)SN=C3S(C)(=O)=O)c1,46.9,-4.4,0.2,4.6,-15.2,-6.2,-4.0,-0.2,-4.9,-49.6
COC(=O)C(=Cc1ccccc1[N+](=O)[O-])C(=O)OC,12.0,-2.0,-0.5,-3.1,-21.1,-13.3,9.5,0.5,-1.3,-2.8
CCOc1ccc(Cn2c3ccc(OC)cc3c3nc4ccccc4nc32)cc1OC,-1.5,-2.4,-8.7,-2.7,5.1,-3.7,-11.2,8.7,-0.3,-0.6
COc1ccc(-c2cc(C3CCN(Cc4ccc([N+](=O)[O-])cc4)CC3)[nH]n2)cc1,-3.7,3.7,6.3,1.5,6.8,-1.3,17.4,-6.3,-0.6,6.6
CCN1CCN(C(=S)NC(C)c2ccccc2)CC1 (stereo unspecified),-0.3,-0.7,-41.4,-0.9,-8.7,-10.3,-36.8,41.4,-0.5,-7.3
CC(=O)N1CCc2cc(S(=O)(=O)NCCC(=O)N3CCN(c4ccccn4)CC3)ccc21,-0.7,-4.7,-7.6,-7.4,x,14.1,-1.6,7.6,-0.9,3.0
CC(Cc1ccccc1)N1C(=O)c2cccc([N+](=O)[O-])c2C1=O (stereo unspecified),3.1,-3.6,-6.8,7.1,-1.7,-20.3,8.8,6.8,-0.7,-2.3
COc1ccccc1NC(=O)C(=O)c1cn(CC(=O)N2CCOCC2)c2ccccc12,1.8,-2.3,40.0,-0.8,u,-15.8,0.2,-40.0,-4.9,-4.3
CC(=O)N1CCN(CCS(=O)(=O)c2cc(Cl)ccc2Cl)CC1,1.1,x,-16.7,-2.3,-4.9,-14.1,x,16.7,-0.1,-3.2
COc1cc(CNCCN2CCOCC2)ccc1OCc1ccccc1Cl,-1.9,-2.2,13.6,8.6,7.7,-12.8,-5.2,-13.6,-0.6,-3.7

# Screening data deposited in PubChem BioAssay by Broad Institute.
